High-throughput results deposited in PubChem BioAssay by National Center for Advancing Translational Sciences (NCATS).
Vif-A3F inh: inhibitors of Vif-A3F interaction. HeLa A3F-eYFP + Vif (tagged APOBEC3F with the HIV-1 protein that degrades it), YFP fluorescence increase. Potency, µM (series often up to 46.1 µM), for inactives: at the top dose activity, negative = active. hit rate 0.2% among 390,000; also: potency is read from the fitted curve at half-maximal effect; % of control where 0% means no effect; nearly all actives have a fitted effect of over 65% in size
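HeLa cells stably expressing A3F-eYFP plus Vif, plated and incubated overnight at 37 deg C, then exposed to compounds overnight at 37 deg C. Blocked degradation read as raised yellow fluorescence (Ex 488/Em 500-530).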
TrxR1 inh: blocks rat thioredoxin reductase 1; recombinant rTrxR1, NADPH fluorescence consumption, selenite substrate; hit rate 1% among 390,000; Potency, µM (titrated, usually from 114 µM), without a hit: at the top dose activity change, negative = inhibition, hits mostly inhibitors; also: potency is read from the fitted curve at half-maximal effect; % is scaled to controls: 0 for no effect and ±100 for the full control effect; nearly all actives have a fitted effect of over 65% in size
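Rat TrxR1 (90 nM in the dispensed reagent) was pre-reduced with 400 uM NADPH for 5 min at room temperature, then incubated with compound for 15 min. After 400 uM selenite was added, NADPH fluorescence (Ex 340/Em 450 nm) was followed for 8 min.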
TrxR1 substrate: substrates of rat thioredoxin reductase 1. purified TrxR1 substrate turnover, NADPH consumption readout. Potency, µM (top dose mostly 114 µM), for the others: at the highest dose activity change, negative = substrate turnover. hit rate 0.01% among 390,000. AID 588456; also: potency is read from the fitted curve at half-maximal effect; % is scaled to controls: 0 for no effect and ±100 for the full control effect; nearly all actives have a fitted effect of over 50% in size
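Rat TrxR1, dispensed at 90 nM, was prereduced with 400 uM NADPH (final) for 5 min at ~22 deg C, then incubated with compound 15 min before 400 uM selenite. A first-read NADPH fluorescence drop versus no-compound background flagged substrates.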
USP1-UAF1 inh: inhibitors of human USP1/UAF1 deubiquitinase. O94782. recombinant USP1/UAF1, Ub-Rhodamine cleavage fluorescence. Potency, µM (series often up to 57.1 µM), for the others: top-dose activity change, negative = inhibition, actives largely listed as inhibitors. hit rate 0.23% among 390,000. AID 743255; also: potency is read from the fitted curve at half-maximal effect; % is scaled to controls: 0 for no effect and ±100 for the full control effect; nearly all actives have a fitted effect of over 60% in size; inactives centre near -12
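USP1/UAF1 complex (1 nM) preincubated 15 min at room temperature with compound, then Ub-Rho substrate (150 nM final) added. Kinetic fluorescence at 480/540 nm over 6 reads at 60 s intervals; 50 mM HEPES pH 7.8, 0.5 mM EDTA, 0.1 mg/ml BSA, 1 mM TCEP, 0.01% Tween-20.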
LDHA block: inhibitors of human lactate dehydrogenase A; hit rate 0.15% among 480,000; activity change, % (values are at about 110 or 230 µM); purified LDHA, NADH/diaphorase-resazurin fluorescence; stronger effect = lower value; in the data active = activity change below about -30%; inconclusive = mostly about -25% to -30%;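 also: plate controls were DMSO wells for no effect and wells without enzyme for full effect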
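Human LDH5 at 2 nM final in Tris HCl pH 7.4 with 0.06 mM NADH and 0.2 mM pyruvate, reacted 5 minutes at room temperature. Remaining NADH coupled via diaphorase/resazurin; resorufin fluorescence read at 0 and 20 minutes, normalized to enzyme-free and DMSO wells.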
RGS4 inhibitor: blocks human RGS4-accelerated GTP hydrolysis. hit rate 0.039% among 390,000. Potency, µM (highest dose often 114 µM), for the others: at the top dose activity change, negative = inhibition, usual class: inhibitors. Transcreener GDP fluorescence polarization, RGS4-accelerated GTP hydrolysis. P49798. AID 504845; also: potency is read from the fitted curve at half-maximal effect; % is scaled to controls: 0 for no effect and ±100 for the full control effect; nearly all actives have a fitted effect of over 75% in size; some results filed as inactive show a strong effect at the top dose
Target sequence (P49798 whole entry, looked up): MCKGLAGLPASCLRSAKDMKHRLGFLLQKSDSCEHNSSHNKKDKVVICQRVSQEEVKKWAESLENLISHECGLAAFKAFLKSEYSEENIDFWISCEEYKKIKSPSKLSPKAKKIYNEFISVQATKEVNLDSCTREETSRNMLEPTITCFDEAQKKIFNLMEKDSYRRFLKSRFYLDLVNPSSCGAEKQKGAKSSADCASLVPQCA
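MLSMR compounds (23 nl, pin-transferred) preincubated 10 min at room temperature with a 500nM (2x) first reagent, then RGS4 at 900nM (2x) plus Transcreener GDP mix added; fluorescence polarization (620/688 nm) read before and after 90 min at 30 °C.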
Glioma ERSR ind: inducers of ER stress response in human glioma cells | hit rate 0.02% among 420,000 | Potency, µM, for inactives: at the top dose activation, actives largely listed as activators | U87-MG GRP78 promoter luciferase reporter, 16 h; also: potency is read from the fitted curve at half-maximal effect; series mostly up to about 76 µM; % of control where 0% means no effect; nearly all actives have a fitted effect of over 35% in size
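Stably transfected U87-MG human glioma cells carrying a GRP78-based luminescent sensor were seeded at 1000 cells/well, pin-dosed with compounds and incubated 16 h. Luciferase reagent was then added, and end-point luminescence was read after 10 min at room temperature.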
mIDH1 inhibitor: inhibitors of human mutant IDH1 R132H; IDH1-R132H enzyme, NADPH consumption, diaphorase/resazurin fluorescence; Potency, µM (doses to about 76.6 µM), for the others: at the highest dose activity change, negative = inhibition, actives largely listed as inhibitors; hit rate 0.093% among 390,000; AID 602179; also: potency is read from the fitted curve at half-maximal effect; % is scaled to controls: 0 for no effect and ±100 for the full control effect; nearly all actives have a fitted effect of over 65% in size
Target sequence (O75874 whole entry R132H, stated change not applied): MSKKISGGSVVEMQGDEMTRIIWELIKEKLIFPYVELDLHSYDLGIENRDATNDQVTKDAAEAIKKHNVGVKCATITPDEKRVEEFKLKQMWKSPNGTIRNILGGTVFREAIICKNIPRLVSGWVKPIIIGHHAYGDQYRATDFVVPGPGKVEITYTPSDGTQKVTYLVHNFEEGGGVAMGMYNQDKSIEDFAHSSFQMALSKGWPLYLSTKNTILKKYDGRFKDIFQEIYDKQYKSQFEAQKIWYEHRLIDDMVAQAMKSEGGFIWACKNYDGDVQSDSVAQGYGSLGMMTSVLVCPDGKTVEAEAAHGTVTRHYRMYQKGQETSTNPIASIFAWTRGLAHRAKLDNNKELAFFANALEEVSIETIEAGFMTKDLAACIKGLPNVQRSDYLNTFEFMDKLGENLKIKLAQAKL
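IDH1-R132H (0.5 ug/mL dispensed) in pH 7.5 Tris buffer was preincubated 30 min with compound, then given a substrate mix of 0.016 mM NADPH and 2 mM alpha-KG for 80 min at room temperature; remaining NADPH was read by diaphorase/resazurin fluorescence.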
Vif-APOBEC3G blk: blocks the Vif interaction with human APOBEC3G; Q9HC16; HeLa A3G-eYFP + Vif (tagged APOBEC3G with the HIV-1 protein that degrades it), YFP fluorescence, overnight; Potency, µM (highest dose often 46.1 µM), inactives show top-dose activity, negative = active, usual class: inhibitors; hit rate 0.076% among 410,000; AID 602310;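 also: potency is read from the fitted curve at half-maximal effect; % is scaled to controls: 0 for no effect and ±100 for the full control effect; nearly all actives have a fitted effect of over 60% in size; hits raise eYFP signal because A3G escapes Vif-driven loss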
Target sequence (Q9HC16 whole entry, looked up): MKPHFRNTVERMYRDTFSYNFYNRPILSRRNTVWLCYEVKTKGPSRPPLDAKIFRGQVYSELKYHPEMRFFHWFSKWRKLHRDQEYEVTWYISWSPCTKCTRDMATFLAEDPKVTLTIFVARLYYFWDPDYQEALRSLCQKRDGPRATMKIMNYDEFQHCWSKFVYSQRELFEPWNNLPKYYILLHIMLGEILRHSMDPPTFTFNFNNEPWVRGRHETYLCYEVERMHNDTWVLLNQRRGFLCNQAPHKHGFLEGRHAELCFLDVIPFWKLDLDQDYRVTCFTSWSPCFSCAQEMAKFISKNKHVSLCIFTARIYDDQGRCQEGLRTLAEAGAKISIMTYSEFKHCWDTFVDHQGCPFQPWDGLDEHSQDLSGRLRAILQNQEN
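Read-out is eYFP fluorescence (Ex 488/Em 500-530) from Vif-expressing HeLa A3G-eYFP cells; more signal means A3G escaped Vif-mediated degradation. Cells plated overnight, compound pinned in, incubated overnight at 37 deg C.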
An asterisk follows results filed as active; ? = inconclusive; nt = not tested or not shown; & = joins results of further samples; [ ] = remark or other dose. Unless noted, calls follow the shape of the dose curve; as a rule, active = well fitted curve in the direction sought with a large enough effect; inconclusive = small, poorly fitted or top-dose-only effect, or another doubt; inactive = no such curve, though single readings can be large; an effect the other way counts as inactive or inconclusive.

SMILES	Vif-A3F inh	TrxR1 inh	TrxR1 substrate	USP1-UAF1 inh	LDHA block	RGS4 inhibitor	Glioma ERSR ind	mIDH1 inhibitor	Vif-APOBEC3G blk
O=C(O)c1cccnc1Sc1ccc(Br)cc1	-3%	26%[57.1 µM]	2%[57.1 µM]	-9%	-3	-7%	-1%	1%	1%
Cc1nc2ccccc2c(=O)n1CCCn1ccnc1	-3%	-15%	-6%	-20%	-7	-47%	-1%	5%	1%
COc1ccc(OC)c(NC(=S)NCCC(c2ccccc2)c2ccccc2)c1	nt	1%	-2%	-13%	0	-26%	-5%	-4%	2%
COc1ccc(NC(=O)Cn2c([N+](=O)[O-])cnc2C)cc1Cl	0%	-13%[57.1 µM]	-7%	-4%	-6	26%	-3%	1%	0%
CCOC(=O)c1[nH]c(C)c(C(=O)NCc2cccnc2)c1C	2%	10%	4%	-10%	-2	-11%	-5%	8%	-1%
O=C(CSc1c(F)c(F)cc(F)c1F)Nc1ccc(C2SCCS2)cc1	0%	-1%	-3%	1%	-4	12%	-3%	0%	0%
Nc1nc(N2CCN(C(c3ccccc3)c3ccccc3)CC2)n[nH]1	0%	35%[57.1 µM]	17%[57.1 µM]	-10%	-5	-35%	-5%	17%	-4%
O=C(Nc1nc2c(s1)CCCC2)c1cc(-c2ccncc2)nc2ccccc12	-12%	6%	-3%	-3%	-4	-10%	0%	1%	2%
CCN(CC)S(=O)(=O)c1ccc(N2CCOCC2)c(NC(=O)c2ccc(C#N)cc2)c1	3%	-8%	-13%	2%	1	15%[56.9 µM]	-4%	4%	-3%
O=C1NN(c2ccccc2)C(=O)/C1=C/c1ccc(-c2cccc(C(=O)O)c2)o1	-5%	?	?	?	5	-8%	-1%	0%	5%
CN(CC(=O)NCCCN1CCOCC1)S(=O)(=O)c1ccc(Br)cc1	nt	-1%	-2%	-16%	-1	2%	-5%	6%	-2%
CCOc1ccc(C(=O)N2CC(=O)Nc3ccc(F)cc3C2c2ccc(F)cc2)cc1 (stereo not drawn)	-4%	3%[2.29 µM]	-2%	-6%	1	-13%	-4%	1%	1%
O=C(CNC(=O)c1ccc(Cl)cc1Cl)OCCCn1c(=O)[nH]c2ccccc21	-3%	23%	6%	-16%	-9	?	-5%	-2%	2%
CC1CCC(NC(=O)C2(C)Cc3ccccc3C(=O)N2Cc2ccccc2Cl)CC1 (stereo not drawn)	nt	61%[activator]	30%[activator]	-16%	-1	9%	nt	nt	nt
Cc1cc(C)cc(N(CC(=O)N2CCC(C)CC2)S(C)(=O)=O)c1	-3%	-15%	-14%	-7%	-2	-4%	0%	1%	4%
CC(CNC(=O)CCS(=O)(=O)c1cc2c(cc1Cl)NC(=O)CO2)c1ccccc1 (stereo not drawn)	0%&1%	4%[57.1 µM]	4%&3%	-5%&-4%	-2&-1	-4%&-15%	-4%&-3%	11%&-7%	-1%&-2%
Nc1nc(Nc2ccccc2)nc(NCCO)c1[N+](=O)[O-]	-2%	?	?	-7%	0	16%	1%	1%	1%
O=C(N/N=C/C=C/c1ccco1)c1ccccc1Cl	?	56µM*	-19%	-11%	1	?	6%	-5%	?
CC(=O)N1c2ccc(S(=O)(=O)NCCC(=O)Nc3ccc(C)c(F)c3)cc2CC1C (stereo not drawn)	12%	11%	5%	-2%	-2	-12%	-1%	4%	8%
O=C(CNC(=O)C12CC3CC(CC(C3)C1)C2)N1CCN(S(=O)(=O)c2cccs2)CC1	-9%	-2%	-4%	-13%	-7	-19%	-2%	0%	-1%
CCOC(=O)C1CCN(CC(O)COCc2ccc3c(c2)OCO3)CC1 (stereo not drawn)	-3%	26%	8%	-15%	-2	-15%	-5%	-4%	1%
COc1ccc(C(=O)N2CCN(S(=O)(=O)c3ccc(F)cc3)CC2)cc1OC	-2%	30%	8%	-29%	6	11%	-2%	9%	-1%
CC(C)(C)N(Cc1ccccc1)C(=O)c1ccc(Br)o1	6%	-120%	-16%	-11%	-8	6%	-2%	23%	-1%
Cc1cc2ccccc2c(=O)n1CC(=O)NCC(=O)N1CCCC1	-16%	3%[57.1 µM]	10%[57.1 µM]	-19%	-2	-38%	-3%	2%	-3%
COc1ccc(C)cc1NC(=O)Cn1c(=O)ccc2cc(S(=O)(=O)N3CCC(C)CC3)ccc21	7%	12%[57.1 µM]	1%[57.1 µM]	-18%	0	-7%	-3%	0%	-11%

Other records follow:
SMILES	Vif-A3F inh	TrxR1 inh	TrxR1 substrate	USP1-UAF1 inh	LDHA block	RGS4 inhibitor	Glioma ERSR ind	mIDH1 inhibitor	Vif-APOBEC3G blk
COc1cc(OC)c2ccc(=O)oc2c1C(CCN1CCCC1)c1ccc2c(c1)OCO2 (stereo not drawn)	-1%	4%&8%	-7%&5%	-19%	-1	-2%&-5%	-3%&-5%	-2%	3%&1%
CS(=O)(=O)N1CCC(C(=O)NCc2ccc3c(c2)OCO3)CC1	3%	42%[activator][57.1 µM]	-6%[57.1 µM]	-17%	0	-7%	-4%	0%	3%
O=C(Nc1ccc(S(=O)(=O)NCC2CCCO2)cc1)c1ccccc1 (stereo not drawn)	-2%	30%[57.1 µM]	-9%[57.1 µM]	-10%	-3	-12%	0%	6%	1%
Cc1ccccc1NC(=O)Cc1nc(COC(=O)c2cccnc2Cl)cs1	-8%	15%	-6%	-27%	-7	9%	-3%	-2%	-2%
Nc1nonc1NC(=O)CSc1ncccc1C(=O)O	-2%	-19%	-3%	16%	0	0%	-2%	3%	-1%
O=C(Oc1ccc(-c2csnn2)cc1)c1cccs1	-2%	0%[57.1 µM]	9%[57.1 µM]	-8%	-1	1%	0%	2%	0%
Brc1cc2c(cc1Br)OCCOCCOCCO2	-10%	1%[57.1 µM]	10%[57.1 µM]	-3%	-2	-24%	-2%	1%	-1%
COc1ncccc1C(=O)NC1CCCc2c1cnn2-c1cc(C)cc(C)c1 (stereo not drawn)	-2%	16%	-4%	-24%	2	-14%	-6%	-8%	2%
Cc1ccc(/C=C/C(=O)O)cc1S(=O)(=O)NCCO	-2%	-6%[57.1 µM]	5%[57.1 µM]	3%	-6	-16%	-5%	0%	-1%
C=CCNC(=O)c1ccc(N(CC=C)S(C)(=O)=O)cc1	3%	-21%	0%	-1%	1	18%	-6%	8%	2%
O=C(COC(=O)CCc1nc2ccccc2s1)Nc1ccc(Cl)cn1	3%	-6%[57.1 µM]	1%[57.1 µM]	-4%	-6	0%	-5%	-4%	-8%
Cc1ccc(CNC(=O)CN(c2ccc(Cl)cc2Cl)S(=O)(=O)c2ccccc2)cc1	-4%	19%	-3%	0%	1	28%	-4%	0%	1%
CCCCC/C=C/C1=CC(=O)C[C@H](c2ccc(OC)c(OC)c2)C1	1%	-15%	-7%	8%	3	-8%	-5%	7%	0%
CCOC(=O)c1ccccc1NC1CC(=O)N(c2ccccc2C)C1=O (stereo not drawn)	1%	?	177%[activator]	-15%	-1	-17%	-3%	4%	0%
O=C(NC(=S)Nc1ccccc1Br)C1CCCC1	-13%	?	-7%	-22%	-2	-32%	1%	-6%	1%
CCc1ccc(CN(C(=O)c2nc(SC)ncc2Cl)C2CCS(=O)(=O)C2)cc1 (stereo not drawn)	5%	9%	-6%	5%	-12	21%	-1%	26%	2%
N#Cc1cccc(C(=O)N(CCc2ccccc2)Cc2cccs2)c1	0%	25%	6%	-35%	0	1%	-4%	6%	4%
C#CCOCCOCCOCCNc1nc(N2CCN(C(=O)Cn3cc(CCO)nn3)CC2)nc(N2CCN(C(=O)[C@H](C(C)C)n3cc(CCO)nn3)CC2)n1	1%	0%	-1%	2%	4	0%	-2%	-4%	1%
CCOC(=O)c1nc(-c2ccc(OC)c(OC)c2)no1	-3%	3%	-6%	-15%	-8	25%	-3%	0%	6%
O=C(COc1ccc(Cl)cc1Cl)NNC(=S)Nc1ccc(F)cc1	-6%	-8%	6%	-2%	-8	-23%	-2%	-4%	-2%
CC(OC(=O)Cc1c(F)cccc1Cl)C(=O)NC1CCCCC1C (stereo not drawn)	0%	41%[activator]	17%	-19%	2	-18%	-3%	3%	0%
COc1ccc2[nH]c(C)c(CCNC(=S)Nc3cccc(C)c3C)c2c1	-4%	-9%	-2%	-14%	-2	19%	-3%	-10%	0%
Cc1ccccc1NS(=O)(=O)c1nnc(NC(=O)c2ccccc2F)s1	-3%	13%[57.1 µM]	-3%[57.1 µM]	-17%	-7	11%	-1%	-5%	-16%
CSC1=NCCN1S(=O)(=O)c1ccccc1	4%	14%	3%	-20%	0	7%	-4%	-6%	-1%
CCCCOc1ccc(C(=O)Nn2c(-c3cccs3)nc3ccccc3c2=O)cc1	2%	?	203%[activator]	-14%	-14	13%	0%	-13%	-2%
Cc1ccc(C(=O)O/N=C2\CC3CCC2(C)C3(C)C)cc1 (stereo not drawn)	-3%	-2%	-6%	-23%	2	-22%	-2%	15%	-3%

The list is partial, so the mix of outcomes need not match the whole.
